KDM5B inh: blocks human KDM5B histone demethylase activity; Q9UGL1; KDM5B demethylase, FDH-coupled NADH fluorescence (FDH is formaldehyde dehydrogenase); Potency, µM (top dose mostly 57.7 µM), without a hit: top-dose activity change, negative = inhibition, actives largely listed as inhibitors; 220,000 tested, 2.6% active; AID 1347165; active = well fitted inhibition curve with a large enough effect; inconclusive = small, poorly fitted or top-dose-only effect; inactive = no such curve, though single readings can be large or run the other way; note: 0% is about no effect; nearly all actives have a fitted effect of over 70% in size
Target sequence (Q9UGL1 whole entry, looked up): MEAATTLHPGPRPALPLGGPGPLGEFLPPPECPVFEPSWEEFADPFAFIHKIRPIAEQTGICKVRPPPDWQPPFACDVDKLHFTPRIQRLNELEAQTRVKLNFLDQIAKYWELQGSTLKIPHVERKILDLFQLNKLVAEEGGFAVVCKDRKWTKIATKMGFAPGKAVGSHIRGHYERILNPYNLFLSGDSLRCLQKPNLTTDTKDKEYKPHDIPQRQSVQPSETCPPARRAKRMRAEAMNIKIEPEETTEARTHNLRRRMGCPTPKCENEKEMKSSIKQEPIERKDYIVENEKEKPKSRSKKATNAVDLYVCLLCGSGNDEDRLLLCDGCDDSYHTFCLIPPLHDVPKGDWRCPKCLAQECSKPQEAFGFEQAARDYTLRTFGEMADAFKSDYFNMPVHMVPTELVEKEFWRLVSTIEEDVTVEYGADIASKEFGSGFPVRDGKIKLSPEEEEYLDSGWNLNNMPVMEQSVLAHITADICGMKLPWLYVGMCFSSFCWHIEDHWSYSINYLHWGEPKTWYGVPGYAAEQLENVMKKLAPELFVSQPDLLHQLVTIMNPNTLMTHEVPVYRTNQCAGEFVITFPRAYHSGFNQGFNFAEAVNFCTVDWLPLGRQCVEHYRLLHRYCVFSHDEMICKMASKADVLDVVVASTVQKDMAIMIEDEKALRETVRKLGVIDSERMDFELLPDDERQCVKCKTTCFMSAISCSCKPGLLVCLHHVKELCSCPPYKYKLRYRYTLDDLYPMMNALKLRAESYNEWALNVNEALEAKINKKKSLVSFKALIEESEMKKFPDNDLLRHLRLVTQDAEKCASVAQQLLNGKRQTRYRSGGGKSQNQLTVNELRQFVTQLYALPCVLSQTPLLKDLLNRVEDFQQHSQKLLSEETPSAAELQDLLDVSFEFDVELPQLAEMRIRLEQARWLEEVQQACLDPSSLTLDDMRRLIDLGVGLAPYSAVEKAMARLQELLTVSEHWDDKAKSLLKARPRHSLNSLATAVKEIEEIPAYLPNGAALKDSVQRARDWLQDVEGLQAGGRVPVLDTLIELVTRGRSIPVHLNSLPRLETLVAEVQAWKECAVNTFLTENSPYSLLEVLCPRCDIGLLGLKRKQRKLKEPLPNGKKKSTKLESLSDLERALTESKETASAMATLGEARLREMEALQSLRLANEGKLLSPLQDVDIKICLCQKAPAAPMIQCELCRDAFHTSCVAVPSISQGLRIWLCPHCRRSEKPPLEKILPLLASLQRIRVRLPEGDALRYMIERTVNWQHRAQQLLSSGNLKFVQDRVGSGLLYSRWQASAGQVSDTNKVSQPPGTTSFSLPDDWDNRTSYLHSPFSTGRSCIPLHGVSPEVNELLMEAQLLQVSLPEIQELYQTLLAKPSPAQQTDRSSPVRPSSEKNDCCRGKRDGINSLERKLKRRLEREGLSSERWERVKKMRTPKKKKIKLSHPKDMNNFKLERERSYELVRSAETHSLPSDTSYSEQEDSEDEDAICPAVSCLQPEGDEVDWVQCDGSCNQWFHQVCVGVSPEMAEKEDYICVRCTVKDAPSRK
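Coupled FDH/NAD⁺ fluorescence readout. KDM5BΔAP 200 nM final; compound titration, 10 min RT preincubation; substrate mix 12.5 µM H3K4me3, 25 µM 2-OG, 50 µM Fe(II), 100 µM ascorbate, 0.25 mM NAD⁺, 0.25 U/mL FDH; ΔRFU over 30 min.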
The depositor's hits bear a star; i = inactive; u = inconclusive; & = joins results of further samples; [ ] = another dose, or the depositor's remark. Potency is the fitted concentration of half-maximal effect. This is a subset (hit frequency here may not be typical).

KDM5B inh,Molecule
22.3%,CCOc1cc(C(=O)OC(C)C(N)=O)ccc1OC (configuration not stated)
-6.0%,COc1ccc(N2CCN(C(=O)c3ccc4nc(N5CCC(C)CC5)sc4c3)CC2)cc1
27.8%,COc1ccccc1C(=O)N1CCC2(CC1)NC(=O)N(Cc1ccc(C)cc1)C2=O
u,O=C(O)C[C@@H]1CCN(C(=O)C2CCCC2)C[C@@H]1CCN1CCN(c2ccccn2)CC1
-29.7%,Cc1ccc(NC(=O)Cn2cc(S(=O)(=O)Cc3ccccc3)c3ccccc32)cc1C
u,CCn1c(=O)cc(SCC(=O)NCc2ccc(F)cc2Cl)c2ccccc21
-3.4%,COc1ccccc1C(=O)Nc1c(C(=O)Nc2cc(Cl)ccc2C)sc2nc(C)cc(C)c12
-2.5%,C=C(C)Cn1c(N2CCC(C(N)=O)CC2)nc2c1c(=O)[nH]c(=O)n2C
u,CCCCC(=O)OC1=C(C(C)=O)N(Cc2ccccc2)S(=O)(=O)c2ccccc21
-10.2%,Cc1ccc(OCCSc2nc3ccc(NC(=O)c4ccc(F)cc4)cc3s2)cc1
-6.7%,COc1ccc(C2Cn3nnc(C(=O)N4CCN(C(=O)c5ccccc5Cl)CC4)c3CO2)cc1 (configuration not stated)
11.2%,O=C(NC(C(=O)N/N=C/c1cccnc1)c1n[nH]c(=O)c2ccccc12)c1ccccc1 (configuration not stated)
15.6%,CC(C)CC(=O)N1CCc2[nH]nc(C(=O)NCCCc3ccccc3)c2C1
10.9%,CCNC(=O)c1ccccc1OCc1ccc(F)cc1
-12.1%,Cc1ccc2c(=O)cc(C(=O)NCc3ccc4c(c3)OCO4)oc2c1C
-24.8%,CCOc1cc(CNCc2ccco2)ccc1O
-26.6%[86.2 µM],O=C(c1ccccc1Cl)N1CCn2c(nn(-c3ccc(F)cc3)c2=O)C1
15.2%&-10.0%,Cc1ccc(N(Cc2cccs2)C(=O)c2ccccc2)cc1
-26.4%,CCCCCCCCCCS(=O)(=O)Nc1cc(Br)c2cccnc2c1
-3.7%,CC1=Nc2cc(C(=O)NC(C)c3ccccc3)ccc2Sc2ccccc21 (configuration not stated)
u,N#C/C(=C(/O)c1ccc(Cl)cc1)c1nc2ccccc2[nH]1
u,COc1ccccc1C(=O)NCCn1cc(SCc2ccccc2Cl)c2ccccc21
9.0%[86.2 µM],COc1cccc(CN2CCOC3(CCN([S+](=O)([O-])c4cccnc4)CC3)C2=O)c1
19.2%,CCCCCOc1ccc(C(=O)C2CC2)cc1
12.0%[86.2 µM],O=c1[nH]c(C2CCCN(Cc3ccccc3)C2)nc2ccc(F)cc12 (configuration not stated)
-13.4%&-0.4%,CCOC(=O)c1ccc(NC(=O)CS(=O)(=O)Cc2nc(-c3ccc(C)cc3)oc2C)cc1
-56.4%,Cc1ccc2c(NC(=S)NC(=O)c3ccccc3)cccc2n1
-13.7%,Cc1cc(Nc2nc3ccccc3c3nnc(C)n23)ccc1Br
16.4%,CC(C)(CNC(=O)C1CCCC1)c1ccccc1
-23.4%,Cc1cc(C)cc(Nc2nc(-c3cccnc3)nc3ccccc23)c1

Structural class, the entries above with a halogen
KDM5B inh,Molecule
u,CCn1c(=O)cc(SCC(=O)NCc2ccc(F)cc2Cl)c2ccccc21
-3.4%,COc1ccccc1C(=O)Nc1c(C(=O)Nc2cc(Cl)ccc2C)sc2nc(C)cc(C)c12
-10.2%,Cc1ccc(OCCSc2nc3ccc(NC(=O)c4ccc(F)cc4)cc3s2)cc1
-6.7%,COc1ccc(C2Cn3nnc(C(=O)N4CCN(C(=O)c5ccccc5Cl)CC4)c3CO2)cc1 (configuration not stated)
10.9%,CCNC(=O)c1ccccc1OCc1ccc(F)cc1
-26.6%[86.2 µM],O=C(c1ccccc1Cl)N1CCn2c(nn(-c3ccc(F)cc3)c2=O)C1
-26.4%,CCCCCCCCCCS(=O)(=O)Nc1cc(Br)c2cccnc2c1
u,N#C/C(=C(/O)c1ccc(Cl)cc1)c1nc2ccccc2[nH]1
u,COc1ccccc1C(=O)NCCn1cc(SCc2ccccc2Cl)c2ccccc21
12.0%[86.2 µM],O=c1[nH]c(C2CCCN(Cc3ccccc3)C2)nc2ccc(F)cc12 (configuration not stated)
-13.7%,Cc1cc(Nc2nc3ccccc3c3nnc(C)n23)ccc1Br

The list continues:
KDM5B inh,Molecule
u,COc1ccccc1/C=C/c1nc(C#N)c(N2CCN(Cc3ccccc3)CC2)o1
u,CC(C)NC(=O)N1CCC(c2nnc3n2CCNC3)CC1
343.0%[activator],COC1CN(c2cccc(F)c2)C12CCN(C(=O)C1CCCCC1)CC2 (configuration not stated)
-10.7%,O=C(C1CCCC1)N1CCC2(CCCN(Cc3cccc(F)c3F)C2)C1 (configuration not stated)
-7.4%,COc1cc2c(cc1OC)C(COc1ccc3c(C)cc(=O)oc3c1)N(C(=O)C(C)C)CC2 (configuration not stated)
32.8%[activator],Cc1nc2ccc(C(=O)NC(C(=O)O)c3c(C)n[nH]c3C)cc2[nH]1 (configuration not stated)
-16.5%,Cc1ccc(N(CC(=O)NCc2ccc(OC(C)C)cc2)S(=O)(=O)N(C)C)cc1
-14.8%,CCn1c(C2CCCN(C(=O)Cc3c[nH]c(=O)n(C)c3=O)C2)nn(C)c1=O (configuration not stated)
28.2µM*,O=C(NCCCn1cccn1)c1cccnc1N1CC2CC(C1)[C@H]1CCCC(=O)N1C2 (some centres not stated)
25.1µM*,CC(C)c1noc(-c2cccn3c(CNC(=O)c4cc(F)ccc4F)nnc23)n1
-25.9%,COCCCNC(=O)c1ccc2nc(CCc3ccccc3)oc2c1
-3.5%,Cc1c(C(=O)O)sc(S(=O)(=O)N2CCNCC2)c1C(=O)O
u,CC(C)CCNC(=O)c1cc(-c2ccncc2)cn1C
18.7%,COCCCN(CCC(=O)NCCOC)C(=O)c1cc(C)oc1C
3.9%,CC(C)N1C(=O)C2(CCCC2)C1C(=O)NCc1cccc(C(F)(F)F)c1 (configuration not stated)
6.9%,COc1cc(-c2nnc(SCC(=O)NC(C)c3ccc4c(c3)CCCC4)o2)cc(OC)c1OC (configuration not stated)
-22.7%,CCN(C(C)=O)C1CCN(C(C)c2ccccc2)C1 (configuration not stated)
-21.1%,Cc1ccc(Cc2nc3ccccc3nc2SCC(=O)N2CCCc3ccccc32)cc1
i,CC(=O)N1CCN(c2oc(/C=C/c3ccc(Cl)cc3)nc2C#N)CC1
-14.2%,CC(O)CN1CC2(CCC1=O)CCN(S(=O)(=O)N1CCCC1)CC2 (configuration not stated)
-17.3%,COC(=O)c1cc2occc2n1CC(=O)Nc1ccc(N(C)C)cc1
22.0%,Cc1cccc(-n2nc3c(c2NC(=O)c2cc4ccccc4o2)CS(=O)(=O)C3)c1
17.3%,Cc1ccc(N2CC(C(=O)Nc3ccc(S(=O)(=O)NCC4CCCO4)cc3)CC2=O)cc1 (configuration not stated)
17.6%[86.2 µM],CSCC(=O)N1CC[C@H](NC(=O)NC(C)C)[C@H]1C(=O)N(C)CC(N)=O
u,COc1cc(-c2ccnc3nc(Cc4ccc(F)cc4)nn23)cc(OC)c1OC
u,CC(C)Cc1nc2nccc(-c3ccc(F)cc3)n2n1
11.9%,Cc1ccc(Oc2ccccc2NC(=O)c2ccncc2)cc1
6.3%,Cc1ccc(CN2C(=O)C3(c4ccccc42)N(c2ccc(C)c(C)c2)C(=O)CS3(=O)=O)cc1 (configuration not stated)
4.4%,CC(C)(C)c1[nH]c2ccc(F)cc2c1C=O
4.6%,O=C1CCCC2=C1C(c1ccc(Cl)cc1)CC(=O)N2c1ccccc1F (configuration not stated)
21.7%,CCC(C)(C)C1CCC(NC(=O)CNC(=O)CNC(C)=O)CC1 (configuration not stated)
-9.2%,CC(C)Oc1ccc(C(=O)N2CCC(c3nc4ccccc4s3)CC2)cc1
-10.5%,COc1ccc2oc(=O)c(C(=O)NCCc3c(C)[nH]c4ccc(OC)cc34)cc2c1
-22.6%,COc1ccc(CN(C)CC(O)COc2ccccc2C(C)C)cc1OC (configuration not stated)
i,CCN1CCN(CCCNC(=O)c2cc3c(s2)-c2ccccc2OC3)CC1
u,CC(C)Nc1ccc2nnc(-c3ccc(F)cn3)n2n1
15.9%,CC(C)=CCC1(CO)CCCN(Cc2cscn2)C1 (configuration not stated)
u,NCCn1cc(C(=O)NCc2cc3n(n2)CCN(C2CCCCC2)C3)nn1
-0.7%,Cc1nc2ccccc2c(C)c1CC(=O)NCCc1ccccc1F
-26.2%,CCO[C@H]1CN(Cc2cnc(SCc3ccccc3)nc2)C[C@@H]1O
-25.3%,O=C(Nc1ccc(C(=O)N2CCOCC2)cc1)c1cc(-c2ccc(Cl)s2)nc2ccccc12
11.3%,Cc1ccc2c(c1)SCC(=O)N2CC(=O)N(C)Cc1ccoc1
-3.4%,Cc1sc(NC(=O)COc2ccccc2)c(C(N)=O)c1C
25.1µM*,CCOC(=O)CCCOc1cccn2c(=O)c(-c3cc(C)n(-c4ccc(Cl)cc4)n3)c(C)nc12
-3.3%,O=C(CCC[C@@H]1[C@H]2CCCN3CCC[C@@H](CN1C(=O)c1ccccc1)[C@@H]23)NCCN1CCCCC1
-7.2%,CS(=O)(=O)N1C[C@H]2CCN(C(=O)c3ncccc3F)C[C@H]21
35.5µM*,CC1(COc2cccnc2)COc2ccc(C(=O)NC3CCC(O)CC3)cc2N1 (configuration not stated)
-14.1%,Cc1ccc(-n2c(=O)c3c4c(sc3n(CC(=O)Nc3cccc(Cl)c3)c2=O)CCCCC4)cc1C
19.2%,Cc1cccc(-n2nnc(C(=O)NC3CCCCC3)c2N)c1
u,CN(Cc1nccn1Cc1ccccc1)C(=O)CCc1ccc2c(c1)OCO2
-14.5%,CC(=O)N/C(=N/c1nc(C)cc(C)n1)Nc1cc(C)cc(C)c1
3.7%,Cc1cc(=O)n(CC(=O)N2CCN(c3ccc(F)cc3)CC2)c(-c2ccc(F)cc2)n1
-6.8%,Cc1ccccc1NC(CNS(=O)(=O)c1ccccc1)c1ccccc1 (configuration not stated)
-12.3%,Cc1c(C(=O)c2ccc(Br)cc2)c(=O)n(C)c(=O)n1C
-14.3%,CCn1cc(C(=O)NCCCC(N)=O)c2ccccc21
u,CC(=O)N1CCc2c(sc3c2c(=O)n(-c2ccc(C)cc2)c(=O)n3Cc2ccccc2C)C1
13.8%,O=C1NC2(C(=O)Nc3cccc(Cl)c3)CCC(=O)N2c2ccccc21 (configuration not stated)
-18.4%,CC(CN1C(C)CCCC1C)OC(=O)c1ccccc1F (configuration not stated)
u,CC(NC(=O)NCCNc1cnccn1)c1ccc(C#N)cc1 (configuration not stated)
u,N#Cc1ccc(CN2CCCCCCNC(=O)[C@@H]3CCC[C@@H]32)cc1

Going on with the list:
KDM5B inh,Molecule
u,CCN(CC)C(=O)c1sc2c(c1C)c(=O)n(-c1ccc(C)c(C)c1)c(=O)n2Cc1cc(=O)n2ccccc2n1
u,Cc1cc(=O)oc2c(C)c(OC(C)C(=O)NC3CC(C)(C)NC(C)(C)C3)ccc12 (configuration not stated)
-5.3%,O=C(Nc1cccc(F)c1)N1CCCC(CN2CCOCC2)CC1 (configuration not stated)
u,O=C(NCCn1cc(SCc2ccc(F)cc2)c2ccccc21)c1cccs1
-6.8%,COc1ccc(C(=O)N2C(C(=O)NCC(C)C)COC23CCN(C(=O)C2CCC2)CC3)cc1 (configuration not stated)
0.7%,O=C(COc1cc(Cl)ccc1Cl)N1CCNC1=O
-4.1%,COCCn1c(=NC(=O)c2ccc3c(c2)OCCO3)sc2cc(C(=O)OC)ccc21
19.9%,CN(C)c1cc(N2CCCC(N)C2)ncn1 (configuration not stated)
-3.4%,COC(=O)C1CCC/C(=C\c2ccc(Cl)cc2)C1=O (configuration not stated)
-12.9%,CC(C)CNc1nc(C(=O)Nc2ccc3cc[nH]c3c2)cs1
19.7%,O=C(c1cccs1)N1CCCC(c2nc3c(nnn3Cc3cccc(Cl)c3)c(=O)[nH]2)C1 (configuration not stated)
-39.2%,O=C(NC1CCCCC1)N1CCc2c(nc(-c3ccncc3)[nH]c2=O)C1
-19.5%,CCOc1ccc(Cn2c(CNS(=O)(=O)c3ccc([N+](=O)[O-])cc3)nc3cccnc32)cc1
7.8%,CC(NC(=O)CCCc1c[nH]c2ccccc12)c1cccc(F)c1 (configuration not stated)
-8.3%,CCOC(=O)c1sc(NC(=O)C(CC)OC(=O)c2ccco2)nc1C (configuration not stated)
-2.3%,COC(=O)C1CN(Cc2ccc(OC)cc2)CCS(=O)(=O)N1Cc1ccc(OC)cc1 (configuration not stated)
-16.4%,Cc1coc2c(C)c3oc(=O)c(CCC(=O)NCCc4ccccc4)c(C)c3cc12
u,O=C(O)CNS(=O)(=O)c1ccc(C(=O)/C=C/c2ccc(Cl)cc2)cc1
-7.4%,CN1CCN(c2nc3ccccn3c(=O)c2C=C(C#N)C#N)CC1
u,CCOc1ccc(OCC)c(Nc2nc3ccccc3c3nnc(C)n23)c1
u,CCN(C(=O)c1sc2cc(OC)ccc2c1Cl)c1ccccc1
18.6%,Cc1cc(C(=O)N2CCN(S(=O)(=O)c3ccc(Cl)cc3)CC2)on1

Shown with each value named: two of the compounds above
Cc1cc(=O)oc2c(C)c(OC(C)C(=O)NC3CC(C)(C)NC(C)(C)C3)ccc12 (configuration not stated)
  KDM5B inh: u

O=C(Nc1cccc(F)c1)N1CCCC(CN2CCOCC2)CC1 (configuration not stated)
  KDM5B inh: -5.3%

Assay outcomes (PubChem)
